From PubChem BioAssay
proKLK7 act: activates the human kallikrein-7 zymogen; P49862; purified proKLK7, EDANS-DABCYL substrate fluorescence; 100% is mature enzyme control, 0% vehicle; activation, % at 7 µM; 0.9% of 370,000 active; AID 652039;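 active means activation above the mean of all tested compounds plus 3 SD, computed per campaign excluding outliers beyond control limits, cut at about 13% in these data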
Target sequence (P49862 whole entry, looked up): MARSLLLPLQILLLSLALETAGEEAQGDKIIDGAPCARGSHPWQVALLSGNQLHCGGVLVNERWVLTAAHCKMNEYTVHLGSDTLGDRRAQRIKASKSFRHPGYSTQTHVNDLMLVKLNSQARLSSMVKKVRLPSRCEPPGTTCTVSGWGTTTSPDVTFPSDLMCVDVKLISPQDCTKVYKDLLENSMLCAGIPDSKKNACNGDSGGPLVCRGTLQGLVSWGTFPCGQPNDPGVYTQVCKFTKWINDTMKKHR
DDE Tn7 FP inh: inhibitors of Tn7 peptide binding to human fibrin DD(E) | P02675 | FP displacement of FITC-Tn7 peptide from fibrin DD(E); 0% = median of compound wells per plate | inhibition, % at 8.3 µM | 0.13% of 370,000 active;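 active means inhibition above the mean of compounds falling within the control limits plus 3 SD of them, cut at about 14% in these data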;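 further: 0% = plate median of compound wells and 100% = 10 µM Aha-Tn7 peptide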
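Assay system: human fibrin DD(E) protein / Input: 2 µM fibrin DD(E) / Benchmarks: high control of 10 µM Aha-Tn7 peptide / Measured by: fluorescence polarization of the labelled Tn7 tracer / Medium: Tris buffer with calcium and detergent, pH 7.8 / Timing: 10 min compound pre-incubation, 3 h probe incubation at room temperature / Repeats: one replicate per compound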
SIAE primary: human SIAE inhibition, primary screen; Q9HAT2; 0.69% of 370,000 active; inhibition, % at 9.66 µM; AID 1053197; SIAE FP-Rh probe binding, fluorescence polarization;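 active means inhibition above a cutoff: mean of compounds within the control limits plus 3 SD of those, cut at about 17% in these data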;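 further: 0% = plate median of compound wells and 100% = probe without SIAE protein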
DDE Tn6 FP inh: disrupts Tn6 cyclic peptide binding to fibrin D-Dimer-E complex; 0.21% of 370,000 active; inhibition, % at 8.3 µM; P02675; Fibrin DD(E) TRITC-Tn6 fluorescence polarization displacement; AID 720509;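 active means inhibition above a per-campaign cutoff: mean of compounds within control limits plus 3 SD, cut at about 15% in these data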;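 further: 0% = median of all compound wells on the plate and 100% = blocking peptide control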
PRMT1 inh: inhibitors of human PRMT1 | Q99873 | recombinant PRMT1, activity-based probe fluorescence polarization | inhibition, % at 2.79 µM | 1.3% of 370,000 active | AID 652257;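 active means inhibition above about 21% made by adding two undisclosed values, limit read from the data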
UHRF1 MBD2 ctr: UHRF1 methyl-DNA binding inhibition; UHRF1 binding to methylated oligo, TR-FRET; inhibition, % at 4.4 µM; Q96T88; 0.75% of 370,000 active; in the data active means inhibition above about 21%;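 further: UHRF1 SRA domain binding a hemimethylated CpG hairpin DNA probe; 0% = median of test compound wells and 100% = reference inhibitor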
TCR-CD3 inh: blocks the human TCR-CD3 interaction. inhibition, % at 9.4 µM. TAMRA-labeled TCR probe fluorescence, biochemical. 0.37% of 360,000 active; in the data active means inhibition above about 19%;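 further: recombinant mutant TCR 2C K166C tagged with TAMRA read by polarization; 0% = receptor in buffer alone and 100% = receptor with positive control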
TDP2 absorb: TDP2 (human) inhibition, absorbance primary screen. O95551. recombinant TDP2, T5PNP hydrolysis, p-nitrophenol absorbance 415 nm. inhibition, % at 12.8 µM. 0.34% of 370,000 active. AID 720702;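 active means inhibition above the mean of all tested compounds plus 3 SD, set per campaign, cut at about 25% in these data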;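 further: 0% = DMSO with enzyme and 100% = buffer with substrate but no TDP2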
Target sequence (O95551 whole entry, looked up): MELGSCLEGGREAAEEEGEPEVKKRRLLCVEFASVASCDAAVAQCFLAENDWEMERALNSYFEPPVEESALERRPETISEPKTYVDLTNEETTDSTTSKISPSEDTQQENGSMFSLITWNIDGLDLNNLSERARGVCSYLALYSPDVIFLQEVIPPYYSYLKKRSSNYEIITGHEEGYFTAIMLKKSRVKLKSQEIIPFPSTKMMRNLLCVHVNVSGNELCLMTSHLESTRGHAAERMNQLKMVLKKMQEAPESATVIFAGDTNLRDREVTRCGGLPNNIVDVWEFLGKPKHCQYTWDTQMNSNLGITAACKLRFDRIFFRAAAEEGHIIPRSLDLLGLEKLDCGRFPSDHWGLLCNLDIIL
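System: recombinant human TDP2 / Amount: 120 nM TDP2 per well / Also added: 5 mM T5PNP chromogenic substrate / Doses: 12.8 µM single point, 1% DMSO / Incubation: 2 h at 37 °C / Detection: p-Nitrophenol epi absorbance / Evaluation: % inhibition relative to enzyme-containing and enzyme-free wells / Repeats: singlicate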
MBD2 DNA inh: MBD2-methylated oligo binding inhibition | TR-FRET, MBD2 binding to methylated oligonucleotide | inhibition, % at 4.4 µM | 0.31% of 370,000 active | AID 686964; in the data active means inhibition above about 13%
LEDGF integ inh: blocks HIV-1 LEDGF/p75-dependent DNA integration | 0.64% of 370,000 active | inhibition, % at 3.7 µM | TR-FRET IN-LEDGF/p75 DNA integration, Eu/Cy5;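 active means inhibition above the screen-wide mean plus 3 SD, cut at about 13% in these data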;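 further: signal is the Cy5 over europium emission ratio at 671 and 618 nm; 0% = plate median of compound wells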
* = called active by the depositor. Outcome played no part in choosing rows. About 4.6% of those tested had a hit in this group.

nr	SMILES	TDP2 absorb	MBD2 DNA inh	UHRF1 MBD2 ctr	PRMT1 inh	TCR-CD3 inh	SIAE primary	LEDGF integ inh	DDE Tn6 FP inh	proKLK7 act	DDE Tn7 FP inh
1	Cc1ccc(C2NC(=O)c3sc(=S)n(-c4ccccc4)c3N2)cc1 (stereo unspecified)	-6	0	-2	-1	2	-6	-2	3	-0.3	6
2	OC(C[n+]1ccccc1)c1ccccc1 (stereo unspecified)	-5	-1	-1	-1	5	0	3	-2	0.2	1
3	CCC(NC(=S)NC1CCCCC1)c1ccccc1 (stereo unspecified)	-2	1	3	-1	-4	-10	0	0	0.1	5
4	CCCC(=O)Nc1ccc(C(=O)COC(=O)c2cc(C)oc2C)cc1	7	5	0	0	-4	-4	0	4	-0.2	6
5	NC(=S)NN=C1CCCCCCCCCC1	2	-9	2	-1	2	7	1	0	0.3	9
6	CC(C)(C)N(Cc1ccccc1)C(=O)COC(=O)CN1C(=O)C2CC=CCC2C1=O (stereo unspecified)	7	0	0	6	0	0	-2	-3	-0.2	1
7	Cc1cc(C(=O)N2CCN(S(=O)(=O)c3ccccc3F)CC2)c(C)o1	-1	2	6	-3	2	1	-1	4	-1.1	0
8	CCOc1ccc(NC(=O)CN(C)C(=O)c2cc(S(=O)(=O)N3CCCCCC3)ccc2OC)cc1OCC	-5	-5	1	-2	0	5	0	-2	-0.2	0
9	CCC(C(=O)NCCCN1CCCCCC1)n1nc(C)c2sc3ccccc3c2c1=O (stereo unspecified)	4	1	-2	2	-4	0	0	3	0.7	-3
10	CC1=CCC(C(=O)O)C(C(=O)Nc2cccnc2)C1 (stereo unspecified)	0	-4	0	2	6	-1	1	-1	-0.2	4
11	CC(=O)c1ccc(N2CCN(C(=O)Nc3cccc(F)c3)CC2)cc1	-19	3	1	-1	-1	0	-3	-1	0.1	-1
12	C/C(=N\NC(=O)c1ccc(Cl)cc1)c1ccc(Br)s1	-6	0	0	0	-1	-2	2	4	0.8	1
13	Cc1cc(Oc2ccccc2)nc(SCC(=O)Nc2ccc(Cl)c(Cl)c2)n1	-4	1	4	3	-2	-39	-1	-2	-0.1	4
14	CCOc1ccc(-n2cnnn2)cc1S(=O)(=O)Nc1c(C)cccc1C	-2	2	1	0	-1	1	0	4	-0.6	10
15	O=C(Nc1nc2ccccc2s1)C1CCN(S(=O)(=O)c2cc([N+](=O)[O-])ccc2Cl)CC1	-12	-3	4	2	11	-13	3	-3	0.6	-7
16	CCOC(=O)c1c(C)oc(NC(=O)CCl)c1C(=O)OCC	0	3	0	4	-3	1	-4	3	0.7	1
17	CC(C)CC(c1nnnn1CC1CCCO1)N1CCN(c2nc3ccccc3s2)CC1 (stereo unspecified)	6	2	2	3	-6	-4	1	-1	0.3	0
18	CC(=O)NC(c1cccc(F)c1)c1nc(-c2cccc(F)c2)cs1 (stereo unspecified)	-8	3	-1	1	9	2	-5	-2	-4.3	1
19	CCOc1cc2c(cc1OCC)C(c1ccc(OC)cc1)N(c1ccccc1)C(=O)C2 (stereo unspecified)	9	-6	-3	-4	-2	4	3	6	-0.5	3
20	CC1=C(C(=O)N2CCOCC2)C(c2ccccc2F)C2=C(CCCC2=O)N1 (stereo unspecified)	8	3	-3	0	8	4	-2	-1	9.7	7
21	CC(C)CCN1CC(C(=O)NCc2ccc(F)cc2)CC1=O (stereo unspecified)	-8	0	1	1	-3	0	-2	1	-0.4	5
22	Cc1ccc(NC2CC(=O)N(c3ccc(C)cc3)C2=O)cc1 (stereo unspecified)	1	2	0	1	7	-1	0	1	0.2	-7
23	Cc1ccc(C(=O)OCC(=O)Nc2cc(C(C)(C)C)no2)c(C)c1	-2	-1	-3	-1	3	-5	-3	-6	-0.7	-3
24	Cn1c(=O)cc(OCCCC(=O)N2CCN(c3ccccn3)CC2)c2ccccc21	-2	-3	-2	-1	3	2	2	-3	-0.2	2
25	O=C(NCC(c1ccco1)N1CCOCC1)C1CCCCC1 (stereo unspecified)	12	1	-4	2	5	-2	0	6	-0.9	0
26	CCOC(=O)COc1ccc(C(=O)CC)cc1OC	9	-4	-3	0	-4	0	0	-5	0.1	-2
27	O=C(c1ccccc1-c1ncc[nH]1)N1CCCC(Nc2ccc(F)cc2)C1 (stereo unspecified)	11	0	-2	1	6	5	0	9	0.1	-1
28	O=C(CS(=O)(=O)c1ccccc1)c1ccc2c(c1)OCCO2	-2	-3	-1	-1	0	1	3	1	0.5	-9
29	O=C(O)c1ccc(N(Cc2ccccc2)S(=O)(=O)c2ccccc2)cc1	4	5	-2	0	-2	-3	3	-1	0.4	-2
30	Nc1nc(SCC(=O)Nc2ncc(Cl)cc2Cl)n[nH]1	5	-7	10	11	2	0	4	-6	0.2	0
31	Cc1cc(O)cc(C)c1NS(=O)(=O)c1ccc2ccccc2c1	7	0	3	0	3	-11	-2	2	0.2	2
32	S=c1[nH]nc(-c2ccco2)n1/N=C/c1cccc(Cl)c1	0	5	0	15	-3	4	1	7	-0.6	5
33	C=CCSc1ccsc1C(=O)O	-7	4	-2	8	-6	8	2	-4	0.5	4
34	CN1CCN(c2ccc(C(=O)c3ccc(Br)cc3)cc2[N+](=O)[O-])CC1	-4	0	-2	-1	6	0	-2	-7	-0.5	7
35	O=C(CSc1nc2ccccc2o1)N1N=C(c2cccs2)CC1c1ccc(F)cc1 (stereo unspecified)	5	0	-3	-4	3	20*	4	0	0.1	-3
36	O=S(=O)(c1ccc(NC(=S)Nc2ccc3c(c2)OCO3)cc1)N1CCOCC1	-3	-2	-5	7	3	0	7	-1	-0.1	0
37	Fc1ccccc1CNc1ncnc2sccc12	0	0	-1	6	-7	3	-2	-4	-0.7	-3
38	Cc1ccc(/C=N/Nc2ccccn2)s1	2	1	-2	-2	2	3	-2	5	0.8	11
39	CC1CC(=O)N(CC(=O)Nc2ccc3c(c2)OCCO3)c2ccccc2S1 (stereo unspecified)	0	5	1	-2	-6	0	-2	-1	-0.3	-9
40	CC(C)C(=O)NNC(=O)CN1CCN(c2nc(-c3ccccc3)cs2)CC1	11	-1	-1	-4	-1	1	1	-3	0.3	0
41	CC(Oc1ccc(Br)cc1)C(=O)NCC1(N2CCCCC2)CCCCC1 (stereo unspecified)	3	2	-3	-4	7	1	2	3	0.2	-1
42	CCc1ccc(N2CN(CCc3ccccc3)CNC2=S)cc1	2	-5	1	1	-2	-2	4	-6	0.0	-2
43	O=C(NCCCn1ccnc1)c1ccc(Cl)cc1	-24	5	4	10	-7	0	-6	-7	0.5	-1
44	Cc1ccc(NC(=O)CSc2nnc(NC(=O)C3CC3)s2)cc1	-3	3	2	3	0	-6	-3	2	-0.6	-1
45	O=C(CC(=O)Nc1cccc(F)c1)Nc1cccc(F)c1	1	0	-2	-3	1	2	5	-12	-0.2	-5
46	Cc1ccc(CN2CCN(c3ncccn3)CC2)c(C)c1	11	2	5	3	0	4	-2	-2	-0.1	1
47	CN(Cc1nccn1C)C(=O)CC1C(=O)NCCN1CC(c1ccccc1)c1ccccc1 (stereo unspecified)	-9	-6	-2	-7	1	4	3	2	0.1	5
48	COC(=O)/C=C/c1c(C)[nH]c(=O)[nH]c1=O	-4	5	-1	1	-7	-3	2	-3	0.1	0
49	C=CC[C@@H](CC(=O)N[C@H](CO)Cc1ccccc1)C(=O)N[C@H](COC(=O)[C@@H](CC=C)Cc1ccc(F)cc1)C(C)(C)C	-10	5	-2	-1	2	4	0	3	-0.2	1
50	NC(=O)c1ccccc1N/C=C1\CCCCC1=O	6	3	-3	2	3	5	7	1	0.1	-2

More entries.
nr	SMILES	TDP2 absorb	MBD2 DNA inh	UHRF1 MBD2 ctr	PRMT1 inh	TCR-CD3 inh	SIAE primary	LEDGF integ inh	DDE Tn6 FP inh	proKLK7 act	DDE Tn7 FP inh
51	O=C1C=CC(=O)N1Nc1ccc(Br)cc1	4	-1	2	2	-2	1	-1	2	-0.1	4
52	CCn1cc(C2=NOC(C(=O)Nc3c(C)nn(Cc4ccc(F)cc4)c3C)C2)c(C)n1 (stereo unspecified)	2	-1	1	-3	8	0	1	1	0.1	4
53	C[C@H](CO)N1C[C@H](C)[C@@H](CN(C)C(=O)Nc2ccc3c(c2)OCO3)Oc2ccc(NC(=O)Nc3ccc(C(F)(F)F)cc3)cc2C1=O	-14	7	9	5	3	-52	1	-17	-0.1	-13
54	CCC(C)NC(=O)C1CC(c2ccc(OC)cc2)=NO1 (stereo unspecified)	7	2	8	4	5	2	1	-4	0.7	7
55	O=C(c1cc(-c2ccccc2)on1)N(Cc1cccnc1)C(c1ccccn1)c1nc2ccccc2[nH]1 (stereo unspecified)	-4	-7	-6	-2	7	-2	-1	3	-0.4	5
56	CC(Sc1nc(-c2ccccc2)cc(C(F)(F)F)n1)C(=O)Nc1ccc2c(c1)OCO2 (stereo unspecified)	-1	2	5	1	-1	-1	-1	4	-0.6	2
57	Cc1ccc(CNC(=O)C(OC(=O)c2cccs2)C(C)C)cc1 (stereo unspecified)	12	5	0	5	1	-7	-2	0	-0.1	-1
